# Assay outcomes deposited in PubChem by National Center for Advancing Translational Sciences (NCATS).
# Sm TGR inh: inhibitors of Schistosoma mansoni thioredoxin glutathione reductase; Q962Y6; 360,000 compounds, 3% hits; AID 485364; purified TGR, DTNB reduction, TNB absorbance 405 nm; Potency, µM (titrated, usually from 114 µM), for the others: top-dose activity change, negative = inhibition, hits mostly inhibitors; also: potency is read from the fitted curve at half-maximal effect; nearly all actives have a fitted effect of over 60% in size
#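 First, TGR (20 nM dispensed) and NADPH were mixed with compound. Second, a 15 min room-temperature incubation followed. Third, further NADPH and then DTNB were added to start the reaction. Finally, TNB absorbance was monitored kinetically.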
# AmpC inh no detg: AmpC beta-lactamase inhibition without detergent; P00811; AmpC nitrocefin hydrolysis, absorbance 480 nm, 0.0001% Triton; Potency, µM (doses to about 57.1 µM), inactives show top-dose activity change, negative = inhibition, most hits filed as inhibitors; 330,000 compounds, 0.52% hits; AID 485341;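 also: potency is read from the fitted curve at half-maximal effect; plate controls were no compound for no effect and no enzyme for full effect; nearly all actives have a fitted effect of over 20% in size; some results filed as inactive show a strong effect at the top dose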
# Target sequence (P00811 whole entry, looked up): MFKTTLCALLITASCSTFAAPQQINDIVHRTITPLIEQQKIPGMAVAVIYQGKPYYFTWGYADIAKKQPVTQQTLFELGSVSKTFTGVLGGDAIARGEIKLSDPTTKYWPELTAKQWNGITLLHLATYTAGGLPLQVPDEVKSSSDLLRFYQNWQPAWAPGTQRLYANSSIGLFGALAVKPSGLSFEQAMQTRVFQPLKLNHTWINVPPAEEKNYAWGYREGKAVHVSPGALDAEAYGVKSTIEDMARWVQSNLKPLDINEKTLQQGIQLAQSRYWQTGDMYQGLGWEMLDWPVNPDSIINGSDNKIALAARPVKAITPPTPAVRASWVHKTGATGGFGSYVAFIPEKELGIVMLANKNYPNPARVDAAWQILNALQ
#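 20 mM phosphate pH 7.0 + 0.01% (detergent screen) or 0.0001% Triton X-100; 5.3 nM AmpC reagent; cpd preinc 15 min RT; nitrocefin (800 uM stock) to start; A480 q20 s × 4 min; Activity was normalised to no-enzyme and no-compound control wells.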
# TbPYK inhibitor: T. brucei pyruvate kinase inhibition; TbPYK enzyme, Kinase-Glo Plus ATP luminescence, 45 min; 410,000 compounds, 0.12% hits; Q57TT1; Potency, µM (top dose mostly 76.8 µM), for inactives: at the top dose activity, negative = inhibition, hits mostly inhibitors; also: potency is read from the fitted curve at half-maximal effect; nearly all actives have a fitted effect of over 50% in size
#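 TbPYK + substrate in 50 mM TEA pH 7.2, 100 mM KCl, 10 mM MgCl2, 0.05% BSA, 0.01% Tween-20; cpd pinned; ADP 130 uM final; 45 min RT; Kinase-Glo Plus 10 min; luminescence endpoint.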
# LmPK inh: inhibitors of Leishmania mexicana pyruvate kinase; purified LmPK, Kinase-Glo ATP luminescence, 1 h; 290,000 compounds, 0.37% hits; Q27686; Potency, µM (titrated, usually from 57.5 µM), for the others: at the top dose activity change, negative = inhibition, actives largely listed as inhibitors; AID 1721; also: potency is read from the fitted curve at half-maximal effect
# Target sequence (Q27686 whole entry, looked up): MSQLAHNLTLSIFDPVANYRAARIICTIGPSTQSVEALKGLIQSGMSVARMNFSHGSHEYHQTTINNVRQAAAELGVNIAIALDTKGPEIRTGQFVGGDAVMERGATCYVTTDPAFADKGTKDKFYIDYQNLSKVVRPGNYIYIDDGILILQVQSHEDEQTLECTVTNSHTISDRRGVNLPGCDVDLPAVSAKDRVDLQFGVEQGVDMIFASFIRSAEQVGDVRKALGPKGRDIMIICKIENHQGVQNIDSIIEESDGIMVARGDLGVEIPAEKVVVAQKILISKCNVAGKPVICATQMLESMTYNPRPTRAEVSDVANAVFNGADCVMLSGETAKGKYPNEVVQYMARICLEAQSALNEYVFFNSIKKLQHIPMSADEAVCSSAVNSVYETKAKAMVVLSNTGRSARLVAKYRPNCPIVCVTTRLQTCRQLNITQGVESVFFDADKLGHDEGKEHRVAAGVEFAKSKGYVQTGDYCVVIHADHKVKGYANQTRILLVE
#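 ATP generated from ADP (0.1 mM) and PEP (0.5 mM) by 0.1 nM LmPK over 1 h at room temperature (pH 7.2 imidazole buffer) was detected by coupled luciferase luminescence. Values were normalized to uninhibited and no-enzyme wells.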
# AmpC detergent: AmpC beta-lactamase inhibition with detergent present | AmpC hydrolysis of nitrocefin, absorbance 480 nm, 0.01% Triton | Potency, µM (top dose mostly 114 µM), for the others: at the highest dose activity change, negative = inhibition, usual class: inhibitors | 370,000 compounds, 0.041% hits | AID 485294;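 also: potency is read from the fitted curve at half-maximal effect; 0% = no-compound wells and -100% = no-enzyme wells; nearly all actives have a fitted effect of over 25% in size; some results filed as inactive show a strong effect at the top dose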
#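 20 mM phosphate pH 7.0 + 0.01% (detergent screen) or 0.0001% Triton X-100; 5.3 nM AmpC reagent; cpd preinc 15 min RT; nitrocefin (800 uM stock) to start; A480 q20 s × 4 min; Activity was normalised to no-enzyme and no-compound control wells.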
# AMA1 RON2 block: inhibitors of Plasmodium falciparum AMA1-RON2 interaction; AlphaScreen AMA1-biotinylated RON2 peptide binding; Potency, µM (titrated, usually from 58.2 µM), without a hit: at the highest dose activity change, negative = inhibition, most hits filed as inhibitors; 360,000 compounds, 0.2% hits; AID 720542;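 also: potency is read from the fitted curve at half-maximal effect; 0% = vehicle wells and -100% = peptide control; nearly all actives have a fitted effect of over 45% in size; some results filed as inactive show a strong effect at the top dose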
#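 AMA1 (3D7) with his tag at 25 nM final met compounds first, then biotinylated RON2 peptide at 25 nM; detection used donor plus acceptor beads, 10 µg/mL apiece, read by AlphaScreen after 30 min at room temperature.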
# HCMV inh: inhibitors of human cytomegalovirus | HFF cells, HCMV-luciferase reporter, 72 h; hits give low values | activity change, negative = inhibition, % at 57.5 µM | 410,000 compounds, 4.5% hits | AID 1259415; in the data active = activity change below about -60%; inconclusive = no clear call, values can overlap the other calls; inactive = above about -39%
#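 Cell-based, HFFs, 1000 cells/well, 16 h 37C; cpds in DMSO + HCMV-luc, MOI 1 PFU/cell; 72 h 37C; OneGlo luminescence after 5 min RT; norm. to buffer vs Salinomycin 10uM.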
# The depositor's hits bear a star; ? = inconclusive; . = no result given; [ ] = remark or other dose. Unless noted, calls follow the shape of the dose curve; as a rule, active = well fitted curve in the direction sought with a large enough effect; inconclusive = small, poorly fitted or top-dose-only effect, or another doubt; inactive = no such curve, though single readings can be large; an effect the other way counts as inactive or inconclusive. Unless noted, % is scaled to controls: 0 for no effect and ±100 for the full control effect.
# Key to letters: A = Sm TGR inh; B = AmpC inh no detg; C = TbPYK inhibitor; D = LmPK inh; E = AmpC detergent; F = AMA1 RON2 block; G = HCMV inh
O=c1nc(-c2ccccc2)c2cc(Br)ccc2[nH]1
  A: -3% | B: -12% | C: -5% | D: 0% | E: -13% | F: 5% | G: -10
Cc1ccccc1N1Cc2ccccc2C1=O
  A: . | B: . | C: -1% | D: . | E: . | F: -2% | G: -8
COC(=O)c1sccc1-n1cccc1C(=O)C(=O)N1CCCCC1
  A: 3% | B: -28% | C: -5% | D: 11% | E: 12% | F: 13% | G: -3
COc1ccc(CNC(=O)Cn2c(=O)n3nc(-c4cccc(F)c4)nc3c3ccccc32)cc1OC
  A: 13% | B: . | C: -3% | D: . | E: 3% | F: . | G: 36
CON1C(=O)CN(C(C)=O)C1c1ccc(Cl)cc1Cl (centres undefined)
  A: 1% | B: -22% | C: 0% | D: 0% | E: -6% | F: -1% | G: -18
O=C(Nc1ccc2c(c1)CCC2)c1ccc(F)cc1
  A: -21% | B: -12% | C: -3% | D: -21% | E: 6% | F: 21% | G: 51
COc1ccc(-n2c(C)nc3c(cnn3-c3ccc(C)c(C)c3)c2=O)cc1
  A: 1% | B: 2% | C: 1% | D: 4% | E: ? | F: -3% | G: 18
O=C(Nc1ccccc1N1CCCC1)c1ccc(N2CCCC2=O)cc1
  A: -5% | B: -17% | C: -12% | D: . | E: 3% | F: -7% | G: -2
c1ccc2[nH]c(SCCN3CCOCC3)nc2c1
  A: 12%[11.4 µM] | B: -15% | C: 0% | D: 7% | E: -6% | F: 8% | G: 36
O=C(COc1c(F)c(F)cc(F)c1F)NNC(=O)CC1CCS(=O)(=O)C1 (centres undefined)
  A: . | B: -14% | C: -9% | D: . | E: . | F: 58%[activator] | G: 7
O=C(NCc1ccccc1F)C1CCCN(c2cnccn2)C1 (centres undefined)
  A: -5% | B: -4% | C: -10% | D: -9% | E: -2% | F: 9% | G: -7
O=C(NCC1CCCO1)c1ccc([N+](=O)[O-])o1 (centres undefined)
  A: 0% | B: -17% | C: 3% | D: -6% | E: 2% | F: 16% | G: -8
COCCN(C(=O)COC(=O)c1ccc(C=O)cc1)c1c(N)n(Cc2ccccc2)c(=O)[nH]c1=O
  A: -26% | B: 44% | C: -7% | D: -5% | E: 6% | F: 2% | G: 31
O=C(COc1ccccc1Cl)c1ccc2c(c1)CCCC2
  A: 12% | B: -37% | C: -9% | D: -3% | E: 0% | F: 30%[activator] | G: 13
O=C(C(Cc1ccc(Cl)cc1)NS(=O)(=O)c1ccccc1)N1CC[C@@]2(O)CCCC[C@H]2C1 (some centres undefined)
  A: 4% | B: 27% | C: -9% | D: 1% | E: -2% | F: -4% | G: -10
CC1CCCC(C)N1C(=O)CN1C(=O)c2ccccc2S1(=O)=O (centres undefined)
  A: -3% | B: -19% | C: -11% | D: . | E: 9% | F: 5% | G: ?
Cc1ccc(NC(=O)C2=CC(c3ccc4c(c3)OCO4)=NS(=O)(=O)N2C)cc1
  A: 7% | B: . | C: 3% | D: . | E: 18% | F: . | G: -8
Cc1cc(C)c(C)c(OCC(=O)NCC2CCCO2)c1 (centres undefined)
  A: 3% | B: 0% | C: 0% | D: 1% | E: 0% | F: -9% | G: 18
CC(=O)OCc1cc(=O)n2nc(C3CCCCC3)sc2n1
  A: -3% | B: . | C: -9% | D: . | E: 18% | F: . | G: 14
COC(=O)[C@H](CCSC)NC(=O)NCCC1=CCCCC1
  A: -15% | B: -19% | C: 0% | D: 4% | E: -8% | F: 4% | G: 7
CCN1CCN(C(C(=O)NC2CCCC2)c2ccc(Cl)cc2)CC1 (centres undefined)
  A: 9% | B: -2% | C: 2% | D: -6% | E: -10% | F: 0% | G: 5
CCCCn1nnc(NC(=S)NC(=O)c2ccc(-c3cccc(Cl)c3Cl)o2)n1
  A: -28% | B: -37% | C: -3% | D: 3% | E: 0% | F: 6%[2.32 µM] | G: .
CSc1nsc(SC)c1C(=O)Nc1ccc(C(C)(C)C)cc1
  A: -9% | B: -2% | C: -7% | D: -5% | E: -2% | F: 6% | G: 53
CN(C)C(=O)CSc1nnc(CCCCCNC(=O)OC(C)(C)C)o1
  A: 3% | B: -4% | C: 3% | D: 0% | E: ? | F: 4% | G: 4
CC(C)(C)C1(O)CC(C(F)(F)F)=NN1C(=O)CCc1ccccc1 (centres undefined)
  A: . | B: 0% | C: 2% | D: 0% | E: 5% | F: -3% | G: -36
CC(=O)Oc1c(Cl)cc(N(C(C)=O)S(=O)(=O)c2ccccc2)c2ccccc12
  A: . | B: . | C: -10% | D: . | E: . | F: -19% | G: 44
COc1ccc(S(=O)(=O)Nc2ccc(F)c(Cl)c2)cc1OC
  A: 0% | B: -19% | C: -4% | D: 1% | E: 3% | F: 3% | G: -16
COC(=O)c1ccc(OC(=O)CCS(=O)(=O)c2ccc(C)cc2)cc1
  A: ? | B: -12% | C: -9% | D: . | E: -15% | F: 2% | G: -33
CCOC(=O)c1ccc(NC(=O)Cn2cnc3sc(C(=O)OCC)c(C)c3c2=O)cc1
  A: 6% | B: . | C: -3% | D: . | E: 5% | F: . | G: -11
O=S(=O)(Nc1cccc(CCc2ccccn2)c1)c1ccc(Cl)cc1
  A: -2% | B: -50% | C: 8% | D: 1% | E: -14% | F: 5% | G: ?

# Profiles, quoted from the list:
# Listed for CCOC(=O)c1ccc(NC(=O)Cn2cnc3sc(C(=O)OCC)c(C)c3c2=O)cc1 → Sm TGR inh: 6%; AmpC inh no detg: .; TbPYK inhibitor: -3%; LmPK inh: .; AmpC detergent: 5%; AMA1 RON2 block: .; HCMV inh: -11
# Listed for O=S(=O)(Nc1cccc(CCc2ccccn2)c1)c1ccc(Cl)cc1 → Sm TGR inh: -2%; AmpC inh no detg: -50%; TbPYK inhibitor: 8%; LmPK inh: 1%; AmpC detergent: -14%; AMA1 RON2 block: 5%; HCMV inh: ?
# Listed for COC(=O)c1ccc(OC(=O)CCS(=O)(=O)c2ccc(C)cc2)cc1 → Sm TGR inh: ?; AmpC inh no detg: -12%; TbPYK inhibitor: -9%; LmPK inh: .; AmpC detergent: -15%; AMA1 RON2 block: 2%; HCMV inh: -33

# More entries:
# Key to letters: A = Sm TGR inh; B = AmpC inh no detg; C = TbPYK inhibitor; D = LmPK inh; E = AmpC detergent; F = AMA1 RON2 block; G = HCMV inh
CCOC(=O)c1cccc(N2C(=O)C3C(C2=O)C2C=CC3C23CC3)c1 (centres undefined)
  A: -1% | B: 1% | C: -4% | D: 2% | E: -4% | F: 3% | G: -6
CC(C)CN(C(=O)c1cc([N+](=O)[O-])cc([N+](=O)[O-])c1)C1CCS(=O)(=O)C1 (centres undefined)
  A: -2% | B: ? | C: 5% | D: . | E: ? | F: -12% | G: 2
COc1ccc(NS(=O)(=O)c2cccc(C(=O)NNC(=O)c3ccc(NC(C)=O)cc3)c2)cc1
  A: -6% | B: -21% | C: 6% | D: . | E: -9% | F: 22% | G: -24
COc1cc(C2NCCC(=O)C2(C)C)cc(OC)c1OC (centres undefined)
  A: -3% | B: -26% | C: 1% | D: -3% | E: ? | F: -8% | G: -25
O=C(Nc1cccc2ccccc12)c1nn(C23CC4CC(CC(C4)C2)C3)cc1[N+](=O)[O-]
  A: 8% | B: -21% | C: 0% | D: -4% | E: ? | F: -9% | G: -71*
CCC(=O)N(Cc1cc2cc(OC)ccc2[nH]c1=O)c1cccc(C)c1
  A: 1% | B: -8% | C: -14% | D: 0% | E: -12% | F: -15% | G: 14
CCOc1ccc(-n2c(C)cc(C(=O)CCl)c2C)cc1
  A: 4.5µM* | B: -14% | C: -8% | D: 0% | E: -1% | F: -17% | G: -92*
O=C(C1CCCN1S(=O)(=O)c1ccc(Cl)cc1)N1CCCCC1 (centres undefined)
  A: 5% | B: -1% | C: -8% | D: 1% | E: -6% | F: 21% | G: 3
O=c1[nH]c(=O)c2nc3c4ccccc4c4ccccc4c3nc2[nH]1
  A: -34% | B: -11% | C: -7% | D: 11% | E: 7% | F: -6% | G: 14
Cc1ccc(C(=O)NCC2(c3ccccc3)CCCC2)cc1
  A: -28% | B: -12% | C: 2% | D: 0% | E: 0% | F: 11% | G: -13
Cc1cccc(-c2ccc3c(c2)C2CC3CCN2C(=O)OCc2ccccc2)c1 (centres undefined)
  A: . | B: . | C: 3% | D: . | E: . | F: 6% | G: 1
Cc1c(C(=O)NC2CCCc3ccccc32)cccc1[N+](=O)[O-] (centres undefined)
  A: -1% | B: -21% | C: 2% | D: -1% | E: -2% | F: 4% | G: -36
Cc1cc(OCC(=O)N(Cc2ccccc2)C2CCS(=O)(=O)C2)ccc1Cl (centres undefined)
  A: -4% | B: 85%[activator] | C: -4% | D: -7% | E: -1% | F: -5% | G: -16
O=C(NC(=O)c1cccc(OC(F)(F)C(F)F)c1)OC1CCS(=O)(=O)C1 (centres undefined)
  A: -9% | B: 5% | C: -7% | D: 4% | E: -2% | F: 9% | G: -17
O=C(CSc1ccc2nnc(-c3ccncc3)n2n1)NCC1CCCO1 (centres undefined)
  A: 13% | B: -11% | C: 9% | D: -2% | E: 9% | F: 10% | G: 93
CC(C)n1cnnc1SCC(=O)Nc1cccc(S(=O)(=O)N(C)c2ccccc2)c1
  A: -11% | B: 28% | C: 2% | D: 1% | E: -9% | F: 7% | G: -38
C=C(C)CN1C(=O)C2(OCCO2)c2ccccc21
  A: -8% | B: 0% | C: -12% | D: 0% | E: -7% | F: 2% | G: 21
CCCCNC(=S)N1CCn2cccc2C1c1ccccc1 (centres undefined)
  A: -16% | B: -54% | C: 9% | D: 0%[11.5 µM] | E: -7% | F: -12% | G: 3
CCOc1ccc(-c2nonc2NC(=O)c2oc3cc(C)ccc3c2C)cc1
  A: -4% | B: . | C: -7% | D: . | E: 22% | F: . | G: -34
Cc1cc(C)c(S(=O)(=O)Nc2cccc(-c3cn4ccccc4n3)c2)c(C)c1
  A: 9% | B: . | C: 2% | D: . | E: 11% | F: . | G: -87*
CN=CC1=C(O)c2ccccc2C1=O
  A: -17% | B: -20% | C: 4% | D: 1% | E: 3% | F: 0% | G: 22
